Screening data (PubChem BioAssay)
FBPA Giardia inh = Giardia lamblia aldolase inhibition; purified Giardia FBPA; Potency, µM (top dose mostly 59.6 µM), for inactives: top-dose activity, negative = inhibition, hits mostly inhibitors; hit rate 0.71% among 290,000; AID 2451; further: potency means the concentration at half of the fitted maximal effect; nearly all actives have a fitted effect of over 55% in size
Target sequence (A8B2U2 whole entry, looked up): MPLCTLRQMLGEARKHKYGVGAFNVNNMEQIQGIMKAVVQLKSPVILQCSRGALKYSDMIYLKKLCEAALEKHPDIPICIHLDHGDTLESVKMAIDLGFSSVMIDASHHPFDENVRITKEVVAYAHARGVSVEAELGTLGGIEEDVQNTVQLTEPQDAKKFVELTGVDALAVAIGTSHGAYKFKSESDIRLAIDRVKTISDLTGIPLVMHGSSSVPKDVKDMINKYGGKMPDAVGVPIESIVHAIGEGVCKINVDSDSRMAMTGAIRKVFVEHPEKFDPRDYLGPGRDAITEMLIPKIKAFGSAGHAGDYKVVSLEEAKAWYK
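40 nM FBPA preincubated 10 min at RT with compound (up to 57.5 uM final), then substrate plus GAPDH/TPI/NAD/arsenate coupling and diaphorase/resazurin added. Fluorescence read after 20 min at RT, 525/598 nm.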
HCV inhibitor = inhibitors of hepatitis C virus infection; Huh7.5.1 HCVcc-Cre infection, luciferase reporter, 44 h; hit rate 3.4% among 340,000; Potency, µM (top dose mostly 41.8 µM), inactives show top-dose activity change, negative = inhibition, actives largely listed as inhibitors; further: potency means the concentration at half of the fitted maximal effect
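Compounds are dispensed onto cells plated 4 h earlier at 1,000 per well, with HCVcc-Cre virus (about 0.5 moi) added next. Following 44 h of culture, luminescent signal is measured for 15 sec after 15 min with substrate at room temperature.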
AmpC detergent = AmpC beta-lactamase inhibition with detergent present | P00811 | AmpC hydrolysis of nitrocefin, absorbance 480 nm, 0.01% Triton | Potency, µM (series often up to 114 µM), for the others: top-dose activity change, negative = inhibition, actives largely listed as inhibitors | hit rate 0.041% among 370,000 | AID 485294;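 further: potency means the concentration at half of the fitted maximal effect; 0% = no-compound wells and -100% = no-enzyme wells; nearly all actives have a fitted effect of over 25% in size; some results filed as inactive show a strong effect at the top dose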
Target sequence (P00811 whole entry, looked up): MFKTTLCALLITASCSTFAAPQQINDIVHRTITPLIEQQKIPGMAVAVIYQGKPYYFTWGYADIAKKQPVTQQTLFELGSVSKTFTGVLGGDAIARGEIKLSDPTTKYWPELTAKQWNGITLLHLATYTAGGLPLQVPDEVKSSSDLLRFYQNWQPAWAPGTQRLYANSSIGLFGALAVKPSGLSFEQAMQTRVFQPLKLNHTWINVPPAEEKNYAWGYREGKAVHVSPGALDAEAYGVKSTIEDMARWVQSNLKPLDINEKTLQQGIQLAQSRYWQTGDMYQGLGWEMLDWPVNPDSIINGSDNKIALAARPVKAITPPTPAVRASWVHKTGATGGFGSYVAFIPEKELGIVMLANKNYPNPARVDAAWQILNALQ
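20 mM phosphate pH 7.0 + 0.01% (detergent screen) or 0.0001% Triton X-100; 5.3 nM AmpC reagent; cpd preinc 15 min RT; nitrocefin (800 uM stock) to start; A480 q20 s × 4 min; Activity was normalised to no-enzyme and no-compound control wells.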
Sm TGR block = S. mansoni TGR enzyme inhibition; Potency, µM (titrated, usually from 114 µM), inactives show top-dose activity change, negative = inhibition, usual class: inhibitors; purified TGR, DTNB reduction, TNB absorbance 405 nm; AID 485364; hit rate 3% among 360,000; further: potency means the concentration at half of the fitted maximal effect; nearly all actives have a fitted effect of over 60% in size
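TGR 20 nM + NADPH 100 uM (dispensed conc.), cpd preinc 15 min RT; start with NADPH (500 uM addition) then DTNB (15 mM addition). Kinetic TNB absorbance, 405 nm filter. Four-parameter Hill fit across titration.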
HCMV inh = inhibitors of human cytomegalovirus. HFF cells, HCMV-luciferase reporter, 72 h; hits give low values. activity change, negative = inhibition, % at 57.5 µM. hit rate 4.5% among 410,000; in the data active means activity change below about -60%; inconclusive means no clear call, values can overlap the other calls; inactive means above about -39%
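Cell-based, HFFs, 1000 cells/well, 16 h 37C; cpds in DMSO + HCMV-luc, MOI 1 PFU/cell; 72 h 37C; OneGlo luminescence after 5 min RT; norm. to buffer vs Salinomycin 10uM.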
AmpC inh no detg = blocks E. coli AmpC beta-lactamase in detergent-free assay. AmpC nitrocefin hydrolysis, absorbance 480 nm, 0.0001% Triton. hit rate 0.52% among 330,000. Potency, µM (top dose mostly 57.1 µM), inactives show at the highest dose activity change, negative = inhibition, actives largely listed as inhibitors;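 further: potency means the concentration at half of the fitted maximal effect; plate controls were no compound for no effect and no enzyme for full effect; nearly all actives have a fitted effect of over 20% in size; some results filed as inactive show a strong effect at the top dose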
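20 mM phosphate pH 7.0 + 0.01% (detergent screen) or 0.0001% Triton X-100; 5.3 nM AmpC reagent; cpd preinc 15 min RT; nitrocefin (800 uM stock) to start; A480 q20 s × 4 min; Activity was normalised to no-enzyme and no-compound control wells.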
Active calls of the source: *; ? = inconclusive; · = no result given; [ ] = another dose, or the depositor's remark. Unless noted, the call rests on the fitted dose curve; in most records, active means well fitted curve in the direction sought with a large enough effect; inconclusive means small, poorly fitted or top-dose-only effect, or another doubt; inactive means no such curve, though single readings can be large; an effect the other way counts as inactive or inconclusive. Unless noted, on the % scale 0 is the no-effect control and ±100 the full control effect.

SMILES	FBPA Giardia inh	HCV inhibitor	AmpC detergent	Sm TGR block	HCMV inh	AmpC inh no detg
COc1cccc(CN(C)S(=O)(=O)c2ccc3c(c2)OCCO3)c1	·	-11%	0%	-4%	-22	-16%
CCC(C(=O)NC1CCCC1)N(C(=O)Cn1nnc(-c2cccs2)n1)c1cnc2ccccc2c1 (configuration not stated)	1%	9%	-2%	-19%	-14	-17%
O=C(NCC1CCCO1)C1CCN(S(=O)(=O)c2cccnc2)CC1 (configuration not stated)	8%	2%	-8%	16%	19	-12%
CCN(CC(=O)Nc1cc(Cl)ccc1C)C(=O)c1ccc(=O)n(Cc2ccccc2)n1	6%	-1%	?	1%	?	117%[activator]
COc1ccc(NC2CCCN(C(=O)c3cc(CC(C)C)nc(N)n3)C2)cc1 (configuration not stated)	·	9%	2%	-3%	-35	6%
NS(=O)(=O)c1ccc(NC2=CC(c3ccc([N+](=O)[O-])cc3)N(c3ccc(S(N)(=O)=O)cc3)C2=O)cc1 (configuration not stated)	-20%	3%	0%	18µM*	?	-43%
COC(=O)C1CCN(S(=O)(=O)c2ccc(N3CCCCS3(=O)=O)cc2)CC1	·	·	-4%	0%	-13	·
COC(=O)C1=C(c2ccc(OC)c(OC)c2)C[C@@H]2CC[C@H]1N2C(=O)NCCc1ccccc1	·	7%	3%	-3%	32	34%
CCOc1ccc(NC(=O)CNC(=O)Cc2ccccc2)cc1	-2%	6%	?	-1%	-7	1%
O=[N+]([O-])c1cc(Cl)c(Cl)cc1Cl	·	3%	1%	0%	29	-16%
CCc1nc2sc3ccccc3c(=O)c2c(=O)n1Cc1ccco1	-9%	14%	?	35µM*	-3	-31%
Cc1ccc(NC(=O)c2ccc([N+](=O)[O-])o2)cc1C	-24%	13µM*	?	?	?	-7%
COc1ccccc1-n1cnnc1SCC(=O)Nc1cccc(S(N)(=O)=O)c1	-5%	-7%	3%	11%	-38	0%
O=c1c(Cl)c(Cl)cnn1-c1ccccc1	3%	4µM*	-9%	40µM*	-100*	-20%
Cc1ccc(S(=O)(=O)N2CCN(c3ncnc4scc(-c5ccccc5)c34)CC2)cc1	·	?	·	·	0	34%
O=S(=O)([N-]c1nc2ccccc2nc1-n1cc[n+](Cc2ccccc2)c1)c1ccccc1	6%	-5%	0%	?	102	11%
CC(=O)OCc1c(C(F)(F)F)nn(C)c1Oc1cccc(C(F)(F)F)c1	1%	11%	-8%	3%	11	0%
CCCOC1CCCN(C(=O)c2ccc(OC3CCN(C(=O)COC)CC3)cc2)C1 (configuration not stated)	·	-5%	-5%	?	18	61%[activator]
Cc1cc(Nc2ccccc2)c2c([N+](=O)[O-])ccc(C)c2n1	2%	?	3%	3%	-30	-16%
Nc1ncnc2c1ncn2C1CCC(CO)C(O)C1 (configuration not stated)	1%	23%	?	5%	8	-10%
O=C(N1CCN(c2cccc(Cl)c2)CC1)C1(S(=O)(=O)c2ccc(Cl)cc2)CC1	1%	?	-12%	1%	-6	33%
COc1ccc(NC(=S)N2c3ccccc3CC2C)cc1OC (configuration not stated)	?	-8%	12%	2%	-40	4%
CCCCn1c(=O)c(C(=O)Nc2ncccc2C)c(O)c2ccccc21	-2%	-26%	-14%	14%	67	-4%
CCOC(=O)c1c(NC(=O)COC(=O)c2ccc(O)cc2)sc(C(=O)N(C)C)c1C	0%	?	6%	4%	0	0%
O=C(N/N=C/c1ccc(OCC2COCCO2)cc1)c1ccc(Br)cc1 (configuration not stated)	-3%	?	0%	7%	19	-32%
Next part:
SMILES	FBPA Giardia inh	HCV inhibitor	AmpC detergent	Sm TGR block	HCMV inh	AmpC inh no detg
COc1ccc(Cl)cc1NC(=O)NC1CCCCC1	-6%	?	?	-16%	-16	-29%
Cc1ccc(-n2c(CSc3nc(C)cc(C)n3)nnc2SCC(=O)NCc2ccco2)cc1	5%	-9%	1%	-33%	-3	39%
CS(=O)(=O)N1CCN(c2ccc([N+](=O)[O-])c(N3CCOCC3)c2)CC1	0%	8%	0%	12%	-2	10%
COc1ccc(C2CC(=O)c3cc(-c4nc(-c5ccc(Cl)cc5)cs4)c(=O)[nH]c3C2)cc1OC (configuration not stated)	·	·	-3%	-13%	-11	·
COc1ccc(Cl)cc1NC(=O)CN(C)S(=O)(=O)c1ccc2c(c1)CCCN2C(C)=O	·	·	5%	-1%	-28	·
Cc1ccc(C(=O)Nc2ncnc3sc4c(c23)CCCCC4)cc1	20%	-1%	6%	4%	-35	4%
COc1ccccc1N(CC(=O)NCc1ccccc1)C(=O)CCC(=O)Nc1ccccn1	4%	-1%	?	0%	-6	13%
Cc1ccc2oc(=O)n(CC(=O)N3CCOCC3)c2c1	0%	-5%	3%	0%	-25	-7%
Cc1c(C(=O)N2CCN(C/C=C/c3ccccc3)CC2)oc2c(F)cccc12	·	-4%	2%	-24%	4	202%[activator]
CCNC(=O)CN(c1ccc(Cl)cc1)S(=O)(=O)c1ccccc1	1%	-12%	1%	10%	45	-11%
O=C1NCN(c2ccccc2)C12CCN(CCCC(c1ccc(F)cc1)c1ccc(F)cc1)CC2	-1%	?	-1%	20%	58	53%
CCc1cc(/C(Cc2cscn2)=N\O)c(O)cc1O	0%	-16%	?	0%	-27	-21%
O=C(CN(Cc1ccccc1)C(=O)CNS(=O)(=O)c1ccccc1)NCc1ccco1	10%	-16%	-14%	-5%	-3	-6%
Cc1ccc(NP(=O)(c2ccccc2)c2nc3ccccc3s2)cc1 (configuration not stated)	-6%	4%	5%	16µM*	-26	-38%
CCS(=O)(=O)N1Cc2ccccc2CC1C(=O)Nc1nnc(SCc2ccc(C#N)cc2)s1 (configuration not stated)	17%	-12%	-6%	-4%	-66*	-33%
Cc1oc(-c2cccc(Cl)c2)nc1CN1CCC(C(=O)NCc2ccco2)CC1	5%	-29%	-1%	0%	-12	63%[activator]
CCOc1ccc(OCCN2CCCCC2)cc1	-16%	-8%	?	5%	-2	-5%
CCCCn1c(SCC(=O)c2c(N)n(C3CC3)c(=O)[nH]c2=O)nc2cc(S(N)(=O)=O)ccc21	·	1%	-21%	3%	47	-20%
COc1ccc(-c2cnc(SCC(=O)Nc3cc(C)on3)n2Cc2ccco2)cc1	2%	-23%	-11%	-16%	-16	-11%
CCCN(CCC)S(=O)(=O)c1ccc(C(=O)Nc2nnc(CSC)o2)cc1	-28%	-10%	-10%	0%	?	-25%
Cc1ccc(NC(=O)COc2ccccc2C#N)cc1S(=O)(=O)N1CCCCCC1	·	10µM*	-11%	1%	-40	-32%
COc1ccc(OC)c(NC(=O)C2CCN(C(=O)C3CC(=O)N(c4ccc(C)cc4)C3)CC2)c1 (configuration not stated)	·	-3%	5%	21%	14	134%[activator]
COc1ccc(-c2nc(CN3CCN(Cc4cccc(Cl)c4)CC3)c(C)o2)cc1	-1%	-13%	?	-25%	33	110%[activator]
Cc1ccc(C(=O)OCC(=O)Nc2cccc(Cl)c2C)c(O)c1	1%	2%	-1%	7%	-19	-7%
CCc1ccc(CNC(=O)c2ccc3nc(C4CCCCC4)oc3c2)nc1	·	·	-5%	-22%	-17	49%

Eleven entries from above, ordered by count of non-hydrogen atoms, largest number first:
SMILES	FBPA Giardia inh	HCV inhibitor	AmpC detergent	Sm TGR block	HCMV inh	AmpC inh no detg
COc1ccc(OC)c(NC(=O)C2CCN(C(=O)C3CC(=O)N(c4ccc(C)cc4)C3)CC2)c1 (configuration not stated)	·	-3%	5%	21%	14	134%[activator]
COc1ccccc1N(CC(=O)NCc1ccccc1)C(=O)CCC(=O)Nc1ccccn1	4%	-1%	?	0%	-6	13%
O=C(CN(Cc1ccccc1)C(=O)CNS(=O)(=O)c1ccccc1)NCc1ccco1	10%	-16%	-14%	-5%	-3	-6%
Cc1ccc(NC(=O)COc2ccccc2C#N)cc1S(=O)(=O)N1CCCCCC1	·	10µM*	-11%	1%	-40	-32%
Cc1oc(-c2cccc(Cl)c2)nc1CN1CCC(C(=O)NCc2ccco2)CC1	5%	-29%	-1%	0%	-12	63%[activator]
Cc1c(C(=O)N2CCN(C/C=C/c3ccccc3)CC2)oc2c(F)cccc12	·	-4%	2%	-24%	4	202%[activator]
CCc1ccc(CNC(=O)c2ccc3nc(C4CCCCC4)oc3c2)nc1	·	·	-5%	-22%	-17	49%
Cc1ccc(C(=O)Nc2ncnc3sc4c(c23)CCCCC4)cc1	20%	-1%	6%	4%	-35	4%
CCNC(=O)CN(c1ccc(Cl)cc1)S(=O)(=O)c1ccccc1	1%	-12%	1%	10%	45	-11%
Cc1ccc2oc(=O)n(CC(=O)N3CCOCC3)c2c1	0%	-5%	3%	0%	-25	-7%
COc1ccc(Cl)cc1NC(=O)NC1CCCCC1	-6%	?	?	-16%	-16	-29%

(cont.)
SMILES	FBPA Giardia inh	HCV inhibitor	AmpC detergent	Sm TGR block	HCMV inh	AmpC inh no detg
O=C(O)c1ccc(CNCc2ccccc2Cl)s1	·	·	1%	-16%	-13	·
Cc1cccn2c(CNCC3(c4ccccc4)CCCC3)c(C(=O)N3CCOCC3)nc12	4%	-30%	-5%	-6%	-101*	110%[activator]
C=CCNC(=O)C(=O)c1cccn1-c1ccsc1C(=O)OC	-1%	1%	?	-26%	0	-3%
O=C(CCCN1C(=O)/C(=C/c2ccc3c(c2)OCO3)SC1=S)Nc1ccc(C(=O)O)cc1	·	27%	0%	-4%	?	3%
COc1ccc(/C=N/NC(=O)c2cccc(NC(=O)c3ccccc3)c2)c(C(=O)O)c1OC	2%	-6%	?	6%	-10	-30%
COc1cccc(-c2cc(C(=O)Nc3c(C)nn(Cc4ccccc4Cl)c3C)no2)c1	·	·	-9%	4%	6	·
CCc1ccc(OC(C)C(=O)N2CCC(c3nc4ccccc4s3)CC2)cc1 (configuration not stated)	·	·	6%	4%	-14	·
Cc1ccc(-c2nc(CN(C)C)cc(CN(C)C)c2O)cc1	-28%	4%	?	?	0	-7%
O=C(COC(=O)c1n[nH]c(=O)c2ccccc12)Nc1ccccc1	·	14%	-19%	1%	34	-15%
CCOC(=O)N1CCN(C(=O)c2cnc3n(c2=O)CCS3)CC1	4%	-5%	-4%	2%	-4	-10%
O=C(O)c1ccc(CSc2nc3ccc(NC(=O)c4ccccc4C(=O)O)cc3s2)cc1	21%	14%	-17%	1%	-2	-35%
CC(C)Nc1ccc(C(CC(N)=O)NC(=O)c2ccc(Br)cc2)cc1[N+](=O)[O-] (configuration not stated)	-1%	-5%	7%	10%	-14	-32%
CSc1ccccc1NC(=O)COC(=O)CCCOc1ccc(C)cc1	·	26%	-17%	-2%	-31	-9%
Cc1cc(C(F)F)n2nc(C(=O)Nc3cc(Cl)ccc3C)nc2n1	·	·	29%	11%	-1	·
